MEX-5 binding = MEX-5 zinc finger RNA-binding disruptors – biochemical, C. elegans, fluorescence polarization, MLPCN library, primary screen; Zinc finger protein mex-5 (Caenorhabditis elegans), Q9XUB2; MEX-5/FITC-TCR2 RNA binding; stronger effect = lower value; activity score (negative = inhibition of binding), % at 10 µM; 0.38% of 300,000 active;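 active means inhibition past about -25% in most replicates, and total fluorescence under double the plate's negative control median, limit read from the data; inconclusive means replicates evenly split on the limit, or fluorescence at least double controls; inactive means too little inhibition in most replicates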;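 further: 0% = DMSO and -100% = 5 µM competing unlabeled TCR2 RNA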
Fam108B counter = mouse Fam108B serine hydrolase inhibitors, primary screen, counter-screen for RBBP9 inhibitor project, biochemical, fluorescence polarization | recombinant Fam108B, FP-Rh probe fluorescence polarization | inhibition, % at 9.51 µM | 0.33% of 300,000 active | AID 1947, 2009;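 active means inhibition above the screen mean inhibition plus 3 SD, computed separately per campaign, cut at about 18% in these data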;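 further: inhibitors lower polarization as less probe binds the enzyme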
GLD-1 TGE inh = GLD-1/TGE RNA complex disruptors, primary screen, biochemical, fluorescence polarization. inhibition, % at 5.96 µM. Female germline-specific tumor suppressor gld-1 (Caenorhabditis elegans), Q17339. purified GLD-1 + fluorescein TGE RNA. AID 2280, 2010. 0.44% of 320,000 active;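 active means percent inhibition above a per-plate cutoff, the plate mean of test compounds plus 3 SD, cut at about 30% in these data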;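 further: 0% = DMSO wells with GLD-1 and probe and 100% = wells lacking GLD-1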
Efflux pump inh = inhibitors of Candida efflux pumps in yeast, primary screen, S. cerevisiae, Nile Red, multiplex; inhibition, % at 10 µM; 0.44% of 330,000 active; AID 485275, 2010; S. cerevisiae Candida pump triplex;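 active means plate passing quality check with inhibition over a set limit, or well fluorescence over plate mean plus 4 SD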;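 further: Nile Red retained in pooled yeast measured as flow cytometry median fluorescence; 0% = buffer negative control and 100% = Enniatin B positive control; higher means more Nile Red kept so more efflux inhibition; some compounds called inactive have numbers as strong as hits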
PME-1 inh = PME-1 inhibitors via competitive probe labeling, primary screen, biochemical, fluorescence polarization, FP-Rh probe, HTS. recombinant PME-1. inhibition, % at 5.9 µM. 0.53% of 320,000 active. AID 2130, 2009;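 active means inhibition above the campaign mean of all compounds plus 3 SD, cut at about 26% in these data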;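 further: competitive labeling of PME-1 active site by serine hydrolase directed probe; 0% = PME-1 with DMSO and 100% = wells lacking PME-1 enzyme; inhibitors block probe labeling so polarization falls and inhibition rises; many of its hits are not listed in these tables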
Target sequence (Q9Y570 whole entry, looked up): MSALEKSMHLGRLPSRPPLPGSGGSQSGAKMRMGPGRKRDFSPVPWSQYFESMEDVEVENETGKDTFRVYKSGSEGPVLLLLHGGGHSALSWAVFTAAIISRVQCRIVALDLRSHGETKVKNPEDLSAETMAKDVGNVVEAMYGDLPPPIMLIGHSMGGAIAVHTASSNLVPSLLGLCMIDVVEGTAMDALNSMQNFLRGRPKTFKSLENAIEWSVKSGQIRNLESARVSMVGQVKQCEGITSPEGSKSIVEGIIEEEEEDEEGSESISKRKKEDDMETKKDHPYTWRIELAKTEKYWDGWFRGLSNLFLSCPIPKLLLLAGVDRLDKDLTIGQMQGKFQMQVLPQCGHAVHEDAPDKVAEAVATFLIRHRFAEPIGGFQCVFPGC
MCL1 BIM primary = inhibitors of MCL1 binding to BIM-BH3, primary screen, biochemical, fluorescence polarization. Induced myeloid leukemia cell differentiation protein Mcl-1 (Homo sapiens), Q07820. GST-MCL1 / FITC-Bim-BH3 fluorescence polarization. inhibition, % at 10.9 µM. 0.68% of 320,000 active;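 active means inhibition above the mean inhibition of all tested compounds plus 3 SD, set per campaign, cut at about 40% in these data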;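 further: 0% = DMSO wells and 100% = unlabeled Bim-BH3 peptide control; higher means more loss of mP so more displacement of Bim peptide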
Target sequence (Q07820 whole entry, looked up): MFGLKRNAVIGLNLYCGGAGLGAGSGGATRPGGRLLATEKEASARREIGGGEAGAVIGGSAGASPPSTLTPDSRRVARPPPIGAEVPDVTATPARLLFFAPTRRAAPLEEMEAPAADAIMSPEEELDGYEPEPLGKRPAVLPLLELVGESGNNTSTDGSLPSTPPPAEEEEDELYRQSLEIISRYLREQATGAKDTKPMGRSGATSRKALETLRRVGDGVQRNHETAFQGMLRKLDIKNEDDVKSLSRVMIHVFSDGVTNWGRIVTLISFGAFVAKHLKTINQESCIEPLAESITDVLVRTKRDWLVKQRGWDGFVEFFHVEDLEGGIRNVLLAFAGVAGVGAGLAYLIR
Bcl-xL primary = inhibitors of human Bcl-xL, primary screen, biochemical, fluorescence polarization, HTS; GST-Bcl-xL / FITC-Bim BH3 peptide fluorescence polarization; AID 2129, 2009; 0.7% of 320,000 active; inhibition, % at 10.9 µM; Bcl-2-like protein 1 (Homo sapiens), Q07817;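 active means inhibition above the mean of all tested compounds plus 3 SD, cutoff set per campaign, cut at about 30% in these data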;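 further: 0% = DMSO wells and 100% = unlabeled Bim-BH3 peptide competitor; inhibitors lower millipolarization by displacing the labeled peptide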
Target sequence (Q07817 whole entry, looked up): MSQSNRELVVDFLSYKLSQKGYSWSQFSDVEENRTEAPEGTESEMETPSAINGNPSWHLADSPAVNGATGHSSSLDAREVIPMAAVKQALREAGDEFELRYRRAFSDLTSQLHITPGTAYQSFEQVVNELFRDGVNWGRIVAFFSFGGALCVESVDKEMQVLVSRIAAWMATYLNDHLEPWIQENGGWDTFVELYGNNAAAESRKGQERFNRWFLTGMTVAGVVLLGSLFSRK
VLA-4 inh = inhibition in human VLA-4 binding assay, primary screen, VLA-4 allosteric modulator project, MLPCN library, flow cytometry, VLA-4 expressing cells; 0.2% of 330,000 active; ligand binding flow cytometry; AID 2557, 2010; inhibition, % (about 7 µM as worked out from the volumes in the protocol); Integrin alpha-4 (Homo sapiens), P13612; in the data active means inhibition above about 50%
GRK2 aptamer HTS = compounds blocking aptamer binding on GRK2 – biochemical, human GRK2, bead flow cytometry, HTS, primary screen; FAM-aptamer displacement from GRK2; inhibition of aptamer binding, % at 10 µM; 0.59% of 330,000 active; Beta-adrenergic receptor kinase 1 (Homo sapiens), P25098;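 active means inhibition of aptamer binding above 40%, roughly 3 SD of noise, on plates passing a quality check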;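 further: median bead fluorescence of bound FAM aptamer so fluorescent compounds give negative values; no value below 0 was filed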
* = called active by the depositor; i = inactive; ? = inconclusive; · = not tested or not shown; & = joins results of further samples.

Fields – GRK2 aptamer HTS, GLD-1 TGE inh, VLA-4 inh, Efflux pump inh, Bcl-xL primary, MCL1 BIM primary, Fam108B counter, MEX-5 binding, PME-1 inh
- Cc1cc(Cl)ccc1OCC(=O)O
    1, 4, 56*, -0.1, 5, 1, 1, 1.5, -1
- COc1cc(C(=O)N2C[C@H]3C[C@@H](C2)c2cccc(=O)n2C3)cc(OC)c1OC
    0, 9, 12, -0.2, 3, 4, -3, 2.0, -2
- COC(=O)C1=C(c2cccc(OC)c2OC)C[C@@H]2CC[C@H]1N2C(=O)NCCNC(C)=O
    ·, -2, ·, ·, -1, -4, 0, 0.5, 5
- O=C1NC(=O)N(CCC2=CCCCC2)C(=O)/C1=C/c1cccs1
    0, -23, 0, 0.1, -5, 28, -5, 2.9, -19
- COc1ccc(C(=O)C2CCCN(Cc3ccc(C)s3)C2)cc1OC (centres undefined)
    0, -4, 8, 0.0, 1, 1, 1, 4.1, 1
- O=P(O)(O)Cc1c(Cl)cccc1Cl
    0, -5, 8, 0.2, -2, 5, -3, -3.3, -2
- c1ccc2c(CNC3CCCCC3)c[nH]c2c1
    1, -2, 0, -0.1, -3, 0, 1, 3.2, 3
- Cc1cccc(C(=O)Nc2ccc(Cl)cc2C(=O)c2ccccc2)c1
    1, 9, -6, 0.1, -8, -4, 0, 1.4, 8
- O=P(c1ccccc1)(c1nc2ccccc2s1)N1CCOCC1 (centres undefined)
    0, 5, 12, -0.1, -1, 1, -3, 0.0, -2
- COC(=O)C1=C(c2c(C)noc2C)C[C@@H]2CC[C@H]1N2C(=O)NCc1ccc(C(F)(F)F)cc1
    2, 4, -12, -0.1, 4, 6, ·, ·, 10
- Cc1ccc(-n2c(O)c(C=NCc3cccnc3)c(=O)[nH]c2=O)cc1C
    1, 7, 9, -0.1, 6, 7, -1, 1.2, 1
- CN(C)CCOC(=O)c1cn(Cc2ccccc2)c2ccccc12
    0, -13, 40, 0.0, 0, -2, 7, 1.5, 0
- Cn1c(=O)cc(SCC(=O)N2CCC3(CC2)OCCO3)c2ccccc21
    1, 8, 11, 0.0, 5, 8, -3, 3.5, 0
- O=c1[nH]c(=S)[nH]c(O)c1N=Nc1ccc(OC(F)F)cc1
    6, -6, -10, -0.1, 5, -5, -3, -4.6, 6
- S=C(NC1CCCCC1)N1CCC(c2cnc[nH]2)CC1
    0, 2, 15, -0.1, 3, 14, 4, 0.3, 2
- CC(=O)O[C@H]1CC[C@@]2(C)[C@H](C1)C(=O)C[C@H]1[C@@H]3CC[C@@H]4[C@@H](CN5C[C@@H](C)CC[C@H]5[C@@]4(C)O)[C@@H]3C[C@@H]12
    0, 0, 5, -0.2, 2, 2, 2, 0.9, 0
- CCN1CCN(C(=O)Cc2coc3cc(C)cc(C)c23)CC1
    3, 10, 21, 0.0, 1, 12, -10, -0.3, 1
- CC(=O)CC(c1ccccc1[N+](=O)[O-])c1c(O)c2ccccc2oc1=O (centres undefined)
    2, 0, -1, 0.0, 9, 6, -3, -0.3, 2
- CCOC(C(=O)OCC(O)CN(CC)CC)(c1ccccc1)c1ccccc1 (centres undefined)
    0, -3, 10, 0.0, -2, 0, 1, -1.3, 1
- CCOC(=O)c1c(C)c(P(=S)(N2CCOCC2)N2CCOCC2)n(C)c1C
    2, 2, 2, 0.0, 0, 2, -2, 0.0, 0
- C=CCn1c(O)c(/C=C2/C=CC=N2)c(=O)[nH]c1=O
    1, 13, -3, -0.2, 18, 20, 0, -1.0, 4
- CCN(N=Nc1nonc1OC)c1nonc1OC
    0, 4, -6, 0.1, 1, 8, 0, 2.0, -4
- COc1ccccc1OCCCn1cc(C(=O)C2CC2)c2ccccc21
    0, -10, 2, 0.0, 5, 3, -1, -2.7, 4
- CCOc1ccc(-n2c(O)c(C=Nc3ccc(N(CC)CC)cc3)c(=O)[nH]c2=O)cc1
    3, 0, -22, 0.2, -8, -10, 1, -19, -4
- COc1ccc(CNCCc2ccc3c(c2)OCO3)c(OC)c1OC
    0, 0, -5, 0.4, 5, 15, 0, 0.4, -1
- O=C(CN1CCOCC1)NCC(=O)Nc1ccc(Br)cc1C(=O)c1ccccc1
    1, 10, 9, -0.1, -4, -4, 1, -4.2, 0
- CC(C)c1ccc(NC(=O)N2C[C@H]3C[C@@H](C2)c2cccc(=O)n2C3)cc1
    0, 2, 7, 0.0, 0, 1, 0, 1.2, -2
- CCCCCn1c(=O)c(C(=O)Nc2cccc(C)n2)c(O)c2ccccc21
    1, -3, 5, 0.2, 3, 2, -4, 1.7, -3
- CN1CCN(Cc2c(F)cccc2Cl)CC1
    6, ·, -3, 0.0, ·, ·, ·, -2.4, ·
- Cc1cccnc1-n1c(C)nc2ccccc2c1=O
    1, 3, -2, -0.4, 4, 5, -4, 0.9, 5
- CC(C)CC1C(C#N)=C(N)Oc2c1c(=O)oc1ccccc21 (centres undefined)
    1, 2, 20, -0.1, 1, 0, 1, -0.4, 3
- Clc1ccc2c(c1)C(c1ccccc1Cl)=NCc1nnc(Br)n1-2
    1, 0, 15, 0.3, 2, 3, 0, -0.3, -6
- CC(=O)NC(Cc1ccc(N(CCCl)CCCl)cc1)C(=O)NC(C(=O)O)C(C)C (centres undefined)
    2, -1, 0, 0.0, 6, -1, -4, -2.2, -1
- N#Cc1ccc(NC(=O)CN2C(=O)NC3(CCCC3)C2=O)cc1Cl
    4, 3, 8, -0.1, 2, 0, 0, 0.4, -6
- CC[C@H]1C2C[C@H]3[C@@H]4N(C)c5ccccc5C45C[C@H](C2[C@H]5O)N3[C@@H]1O (some centres undefined)
    0, -2, -19, -0.2, 5, -3, -5, ·, -3
- COC(=O)C1=C(c2ccc(F)cc2OCc2ccccc2)C[C@@H]2CC[C@H]1N2C(=O)NCCOc1ccccc1Cl
    1, 6, 19, 0.4, -3, 2, ·, ·, -11
- O=S(=O)(c1ccc(Cl)cc1)N1CCCCC1c1cccnc1 (centres undefined)
    2, 13, 3, -0.2, 4, 0, -1, -1.8, 0
- NCCc1ccccn1
    0, -2, -12, -0.3, 4, 12, 1, -2.8, -4
- Cc1ccc(-n2c(O)c(C=N)c(=O)n(-c3ccc(C)cc3)c2=O)cc1
    3, 7, 7, 0.1, -3, -13, 1, -1.9, 6
- c1ccc2sc(N3CCNCC3)nc2c1
    0, 0, 6, -0.1, 3, -2, -1, 0.8, -2
- Cc1nccc2c1[nH]c1ccc(Br)cc12
    0, 7, 8, -0.1, -1, -3, -6, 1.1, -3
- CCOC(=O)c1ccc(NC(=O)c2c(O)[nH]c(=O)[nH]c2=O)cc1
    1, 5, 9, -0.1, -4, 3, -1, -4.0, 2
- Fc1ccccc1N1CCN(Cc2c(F)cccc2F)CC1
    0, 8, 10, -0.1, 1, -1, -3, 0.2, 3
- CCC1CO/C(=C(\C(Cl)=C(Cl)Cl)[N+](=O)[O-])N1Cc1ccc(Cl)nc1 (centres undefined)
    0, 1, 2, -0.1, 3, 4, -2, 2.8, 0
- CN1C(=O)C(=Cc2sc(=O)n(-c3ccccc3)c2N(C)C)C(=O)N(C)C1=O
    0, -36, -73, 0.1, -33, -49, -9, ?, -22
- Cc1cc(/C=C2\C(=O)NC(=O)N(c3ccc(F)cc3)C2=O)c(C)n1-c1cccc(C(=O)O)c1
    8, -2, 0, 0.2, 8, 4, 4, -4.8, -3
- N#Cc1ccc(NC(=O)CN2CCCC2)cc1Cl
    0, -4, 16, 0.0, 3, -4, 2, -0.9, -6
- CCC(=O)Nc1cc(C(=O)N2CCC3(CC2)OCCO3)ccc1S(=O)(=O)c1ccc(C)cc1
    4, 9, 6, -0.1, 6, 6, -1, -4.2, 2
- C=CCn1c(O)c(C(C)=NCCO)c(=O)[nH]c1=O
    0, 7, 3, 0.0, 6, 3, 0, 2.1, 0
- C/C(=N\NC(=O)c1ccncc1)c1c(O)n(Cc2ccccc2)c(=O)[nH]c1=O
    0, -4, -3, 0.2, -3, -2, 1, -2.2, -4
- O=C(O)c1ccccc1NC(=O)N1C[C@H]2C[C@@H](C1)c1cccc(=O)n1C2
    0, 5, 9, 0.4, -2, -3, 0, -3.0, 5
- CC1(C)C(C(=O)NN2C(=O)c3ccccc3C2=O)C1(C)C
    3, -3, 9, 0.2, 2, 7, 2, 0.2, 8
- CCCN(CCC)C1CCc2cccc(O)c2C1 (centres undefined)
    1, 1, -4, 0.2, 6, 4, -1, 1.7, 4
- COC(=O)C1=C(c2cccc(OCc3ccccc3)c2)C[C@@H]2CC[C@H]1N2C(=O)NCCOc1ccccc1
    1, -5, 26, 0.4, 3, 5, ·, ·, 8
- COc1ccc2[nH]c(C)c(CCNCc3cc(OC)c4c(c3)OCO4)c2c1
    0, 9, -26, -0.4, 24, 19, ·, ·, 1
- CCn1cc(C(=O)O)c(=O)c2ccc(C)nc21
    0, 7, 22, 0.0, 6, -3, -4, -1.3&2.2, 0
- O=c1[nH]oc2c1CCNC2
    4, -3, 33, 0.0, 5, 6, 1, ·, -6
- Cn1cc(CCC(=O)N2CCC3(CC2)OCCO3)c2ccccc21
    0, 8, -4, 0.0, 3, 9, 5, -1.3, 3
- CCN(CC)c1ccc(/C=N/c2sc3c(c2C#N)C2CCN3CC2)c(O)c1
    0, -114, i, 0.3, -44, -87, 3, ·, 13
- COC(=O)Nc1ccc(N=C(N)N[N+](=O)[O-])cc1
    3, 0, 19, -0.4, -1, -5, -4, -2.3, -4
- CC(NCc1ccccc1C(F)(F)F)C(O)c1ccccc1 (centres undefined)
    0, 3, -25, -0.1, 2, -1, 5, 0.8, -4
- C/C=C1/C[N+]2(C)CCC34C(=C(C=O)[C@H]1C[C@@H]32)Nc1ccccc14 (some centres undefined)
    0, 8, 17, 0.2, -3, -19, 6, ·, -2
- COc1ccccc1-n1c(-c2ccccc2Br)nc2ccccc2c1=O
    0, 7, 4, 0.7, -3, 2, 1, 2.3, 2

Some of the compounds tested (hit frequency here may not be typical).
